# High-throughput results deposited in PubChem BioAssay by several laboratories.
# KCNK3 block = human KCNK3 channel inhibition, primary screen; 0.84% of 340,000 active; O14649; CHO-KCNK3 thallium flux, FluxOR fluorescence; hits give low values; AID 602410; B-score at 10 µM;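 active = B-score under library mean minus 4 SD, starting fluorescence ratio at most library mean plus 5 SD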;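 note: more negative B-score means stronger inhibition of thallium flux through KCNK3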
# TMEM16A act = activators or potentiators of mouse TMEM16A chloride channel. HEK293 TMEM16A/YFP-H148Q/I152L, iodide quench fluorescence; hits give low values. B-score at 10 µM. 0.3% of 340,000 active;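 active = fluorescence-ratio B-score plate-corrected deviation score at least 3 library SD below zero, with starting fluorescence score within 5 deviations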;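 note: channel opened by trigger with iodide after compound preincubation; score built on the fluorescence ratio of max minus min over baseline; more negative score means more quench and so TMEM16A activation or potentiation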
# Target sequence (Q8BHY3 whole entry, looked up): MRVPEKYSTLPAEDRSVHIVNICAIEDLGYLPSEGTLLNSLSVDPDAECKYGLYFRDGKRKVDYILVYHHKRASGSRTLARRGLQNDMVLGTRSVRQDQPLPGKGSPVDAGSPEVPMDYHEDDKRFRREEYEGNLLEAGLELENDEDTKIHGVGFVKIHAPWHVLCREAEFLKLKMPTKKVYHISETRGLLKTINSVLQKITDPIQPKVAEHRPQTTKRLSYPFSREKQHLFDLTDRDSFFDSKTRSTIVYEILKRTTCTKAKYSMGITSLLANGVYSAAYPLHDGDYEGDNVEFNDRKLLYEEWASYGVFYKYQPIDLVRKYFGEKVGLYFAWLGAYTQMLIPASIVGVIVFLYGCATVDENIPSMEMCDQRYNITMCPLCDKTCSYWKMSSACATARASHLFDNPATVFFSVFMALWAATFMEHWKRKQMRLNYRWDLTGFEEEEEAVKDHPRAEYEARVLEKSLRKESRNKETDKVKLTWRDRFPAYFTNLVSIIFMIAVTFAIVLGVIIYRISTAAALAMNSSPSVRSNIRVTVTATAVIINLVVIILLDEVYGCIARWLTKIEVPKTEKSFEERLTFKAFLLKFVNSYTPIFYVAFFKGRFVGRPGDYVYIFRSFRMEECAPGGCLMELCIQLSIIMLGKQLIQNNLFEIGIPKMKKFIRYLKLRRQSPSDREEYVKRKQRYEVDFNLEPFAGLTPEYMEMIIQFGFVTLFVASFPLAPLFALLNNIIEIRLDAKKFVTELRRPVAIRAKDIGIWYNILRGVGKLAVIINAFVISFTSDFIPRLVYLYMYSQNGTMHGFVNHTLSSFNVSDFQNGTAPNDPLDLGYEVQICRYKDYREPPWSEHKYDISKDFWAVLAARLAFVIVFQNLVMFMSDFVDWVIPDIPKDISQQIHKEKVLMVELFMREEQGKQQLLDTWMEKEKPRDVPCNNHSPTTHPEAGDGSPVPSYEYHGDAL
# HDAC3 inhib = blocks human histone deacetylase 3 | O15379 | recombinant HDAC3, fluorogenic peptide/trypsin coupled, fluorescence | inhibition, % at 8.3 µM | 0.15% of 320,000 active | AID 2718; in the data active = inhibition above about 26%, passing the limit was not always enough; inconclusive = no clear call, values can overlap the other calls
# * = called active by the depositor; i = inactive; ? = inconclusive. These rows are one share of the data; rates above refer to the full screens.
KCNK3 block	canonical_smiles	TMEM16A act	HDAC3 inhib
i	Cc1ccc(NC(=O)CN2C(=O)NC(C)(C3CC3)C2=O)c(C)c1 (stereo not given)	i	-11
i	O=C(Nc1ccc(N2CCCCCC2)cc1)c1cccc(S(=O)(=O)N2CCOCC2)c1	i	-7
i	CCN1CCN(c2ccc(S(=O)(=O)N3CCOCC3)cc2NC(=O)C(C)Oc2ccc(F)cc2)CC1 (stereo not given)	i	3
i	O=C(NCC(c1cccs1)N1CCOCC1)c1cnc(Cl)c(Cl)c1 (stereo not given)	i	4
i	CCn1c(C)nc2cc(C(=O)NNC(=O)c3ccc(C)cc3)ccc21	i	6
i	Cc1onc(-c2ccccc2)c1C(=O)NCCSCc1ccco1	i	-4
i	Cc1nc(Cc2nnc(SCC(=O)N3CCN(c4ccc(F)cc4)CC3)o2)cs1	i	-3
i	CCN(C(=O)Cn1cnc2c1c(=O)n(C)c(=O)n2C)C1CCCCC1	i	-13
i	CN(CC(=O)Nc1ccccc1Cl)C(=O)COC(=O)CSc1ccc(Cl)cc1	i	-5
i	O=S(=O)(Nc1cccc(Cl)c1)c1cccc(-n2cnnn2)c1	i	-1
i	CC1CC(C)CN(C(=O)c2ccc(Br)c(S(=O)(=O)N3CCOCC3)c2)C1 (stereo not given)	i	3
i	CCSc1nnc(NC(=O)C2CCN(C(=O)c3ccc(F)cc3)CC2)s1	i	-1
i	Cc1ccc(C(=O)CN2C(=O)NC3(CCc4ccccc43)C2=O)s1 (stereo not given)	i	1
i	COc1ccc(CNC(=O)CN2CCN(S(=O)(=O)c3ccccc3)CC2)cc1	i	2
i	O=C(COC(=O)c1ccc(O)cc1O)Nc1ccc2ccccc2c1	i	-1
i	COc1cc(/C=C/C(=O)OCC(=O)c2ccccc2)cc(OC)c1OC	i	-8
i	O=c1cc(-c2ccc(O)c(O)c2)oc2c1ccc1ccccc12	i	-1
i	Cc1c(Cl)cccc1NC(=O)COC(=O)Cc1ccsc1	i	2
i	COc1ccc(CCNC(=O)c2cccc(-n3cnnn3)c2)cc1	i	-7
i	O=C(COC(=O)c1c[nH]c2ccccc12)Nc1cccc(F)c1	i	4

# Part of the list above, with values under each structure.
# Sequence of screens: KCNK3 block	TMEM16A act	HDAC3 inhib
CCn1c(C)nc2cc(C(=O)NNC(=O)c3ccc(C)cc3)ccc21
 : i	i	6
Cc1onc(-c2ccccc2)c1C(=O)NCCSCc1ccco1
 : i	i	-4

# (more compounds)
KCNK3 block	canonical_smiles	TMEM16A act	HDAC3 inhib
i	COc1ccc(C(CNC(=O)c2cc(S(=O)(=O)N3CCN(c4ccccc4)CC3)ccc2Cl)N(C)C)cc1 (stereo not given)	i	?
i	CCS(=O)c1ccccc1C(=O)OCC(=O)N1CCC(c2ccccc2)=N1 (stereo not given)	i	-5
i	COc1cc([N+](=O)[O-])ccc1NC(=O)COC(=O)c1c[nH]c(=O)[nH]c1=O	i	2
i	O=C(COC(=O)/C=C/c1ccc([N+](=O)[O-])cc1)Nc1ccc(F)cc1	i	-1
i	CC(C)(CNC(=O)CNC(=O)c1ccccc1F)N1CCOCC1	i	-2
i	O=C(CN1CCCC1c1cccs1)Nc1cc(S(=O)(=O)N2CCCC2)ccc1Cl (stereo not given)	i	3
i	CN(CC(=O)Nc1ccc(N2CCOCC2)cc1)C(=O)c1ccc(CS(C)(=O)=O)cc1	i	-7
i	COc1ccccc1N(Cc1ccccc1)S(=O)(=O)c1cccc(C(=O)NCC2CCCO2)c1 (stereo not given)	i	-2
i	CCN1CCN(S(=O)(=O)c2ccc3c4c(cccc24)C(=O)N3CC)CC1	i	-20
i	COc1ccc(OC)c(NC(=O)COC(=O)CCC2CCCC2)c1	i	4
i	N#CCCN(C(=O)COC(=O)c1cc(=O)[nH]c2ccccc12)c1ccccc1	i	-8
i	CCCn1c(N)c(C(=O)CSc2nnc(Cc3cccs3)n2C2CC2)c(=O)n(C)c1=O	i	0
i	CC(C)CC1NC(=O)N(CC(=O)Nc2cc(S(=O)(=O)N3CCOCC3)ccc2Cl)C1=O (stereo not given)	i	-12
i	CCc1noc(C)c1C(=O)N(CC)CC(=O)NCc1ccc(Cl)cc1	i	-1
i	COc1ccc(CCNC(=O)COC(=O)C2CC2C)cc1OC (stereo not given)	-42*	5
i	CN(Cc1nc2ccccc2c(=O)[nH]1)C(=O)c1ccc(S(=O)(=O)N2CCCC2)cc1	i	1
i	CCCN(C(=O)CCc1ccc(OC)cc1)c1c(N)n(Cc2ccccc2)c(=O)[nH]c1=O	i	3
i	CC1CN(C(=O)C(C)OC(=O)c2ccc3ncsc3c2)CC(C)O1 (stereo not given)	i	-4
i	O=C(CCCNC(=O)c1ccc(Cl)cc1)Nc1ccc(F)c(S(=O)(=O)N2CCOCC2)c1	i	0
i	CCOc1c(Br)cc(C(=O)OCC(=O)N2CCc3ccccc3C2)cc1OC	i	-1

# (cont.)
KCNK3 block	canonical_smiles	TMEM16A act	HDAC3 inhib
i	Cc1csc2nc(COC(=O)CNC(=O)c3ccc(Cl)cc3)cc(=O)n12	i	0
i	COc1ccc(C(=O)Nc2ccc(NC(C)=O)cc2)cc1S(=O)(=O)N1CCCC1	i	3
i	N#Cc1ccccc1OCC(=O)OCC(=O)Nc1ccc2c(c1)OCO2	i	0
i	CN(c1ccc(OCC(=O)Nc2cc(Cl)ccc2C(=O)O)cc1)S(=O)(=O)c1ccc(F)cc1	i	0
i	C[C@H](NC(=O)c1[nH]cnc1C(=O)N[C@H](C)c1ccccc1)c1ccccc1	i	2
i	COCCN(CC(=O)Nc1cccc(C)c1C)C(=O)CN1C(=O)NC2(CCCCC2)C1=O	i	1
i	Cc1ccc(S(=O)(=O)N(CCC(=O)NCc2ccccc2F)c2ccccc2)cc1	i	0
i	Cc1ccc(NC(=S)NC(=O)c2cccs2)cc1F	i	2
i	COCCN(Cc1ccccc1)C(=O)c1ccc(C(=O)c2ccccc2)cc1	i	5
i	CCCNC(=O)C(Cc1ccc(OC)cc1)NC(=O)c1ccc(C#N)cc1 (stereo not given)	i	2
i	COc1cc2nc(CN3CCN(S(=O)(=O)c4cc(C)ccc4C)CC3)[nH]c(=O)c2cc1OC	i	0
i	COc1ccc(CCN(C)C(=O)CN2C(=O)NC3(CCCCCC3)C2=O)cc1OC	i	-1
i	CC1CN(C(=O)c2cc(Br)c(Br)s2)CC(C)O1 (stereo not given)	i	2
i	CC(=O)Nc1ccc(N)cc1	i	0
i	O=C(COC(=O)COc1ccc(Cl)cc1Cl)NC1CCS(=O)(=O)C1 (stereo not given)	i	6
i	CN(CC(=O)Nc1ccc(OC(F)(F)F)cc1)C(=O)C1CCC1	i	6
i	COc1ccc(CNC(=O)CN2C(=O)NC3(CCCc4sccc43)C2=O)cc1OC (stereo not given)	i	-1
i	O=C(Nc1cccc(S(=O)(=O)NC2=NCCC2)c1)c1cnc(Cl)c(Cl)c1	i	2
i	Cc1ccc(C2(C)NC(=O)N(CC(=O)Nc3ccc4c(c3)CCC4)C2=O)cc1 (stereo not given)	i	0
i	CN(Cc1ccccc1)S(=O)(=O)c1ccc(Cl)c(C(=O)OCC(=O)NC2CCS(=O)(=O)C2)c1 (stereo not given)	i	-5

# New compounds follow:
KCNK3 block	canonical_smiles	TMEM16A act	HDAC3 inhib
i	CCn1nc(C(=O)NNC(=O)c2ccccc2OCc2c(C)noc2C)c2ccccc2c1=O	i	0
i	Cc1ccc(C2(C)NC(=O)N(CC(=O)N3c4ccccc4NC(=O)CC3C)C2=O)cc1 (stereo not given)	i	-2
i	CCOc1ccc(/C=C/C(=O)OCC(=O)Nc2cccc(S(=O)(=O)N3CCCC3)c2)cc1	i	18
i	CN(c1ccc(OCC(=O)N2CCCC2)cc1)S(=O)(=O)c1ccc(Cl)cc1	i	5
i	CCCCn1c(N)c(N(C)C(=O)c2cn(-c3ccccc3)nc2-c2ccccc2)c(=O)[nH]c1=O	i	8
i	CN1CCC(N(C)S(=O)(=O)c2ccc(NC(=O)c3cccc(C#N)c3)cc2)CC1	i	2
i	CC1CCCCN1C(=O)CSc1nnc2ccccn12 (stereo not given)	i	-3
i	COc1cccc(NC(=O)CN(C)C(=O)COc2ccccc2Cc2ccccc2)c1	i	13
i	Cc1ccc(NC(=O)CN(C)C(C)C(=O)N2CC(C)CC(C)C2)cc1 (stereo not given)	i	1
i	CN(C1CCCCC1)S(=O)(=O)c1ccc(SCC(=O)NC(C)(C)C)nc1	i	9
i	COc1ccc(OCC(=O)OCC(=O)NCC2CCCCC2)cc1	i	-4
i	CC1CC1C(=O)OCC(=O)NCc1ccccc1 (stereo not given)	i	21
i	CCOc1ccccc1NC(=O)CN1c2cccc3cccc(c23)S1(=O)=O	i	0
i	COCCN(C(=O)CSc1nc2ccccc2o1)c1c(N)n(Cc2ccccc2)c(=O)[nH]c1=O	i	-10
i	Cc1ccc(-c2nnc(SCC(=O)Nc3cccnc3Cl)n2N)cc1	i	4
i	COc1cc(C(=O)OC(C)C(=O)NC(=O)NC2CCCCC2)ccc1OC(F)F (stereo not given)	i	16
i	CCc1nn2c(=O)cc(COC(=O)c3cc(Cl)c(OC)c(OC)c3)nc2s1	i	-3
i	Cc1nn(CC(=O)NCCC2=CCCCC2)c(C)c1S(=O)(=O)N(C)C	i	2
i	CCc1ccc(-c2nn(-c3ccccc3C)cc2C(=O)N2CCN(C3CCS(=O)(=O)C3)CC2)cc1 (stereo not given)	i	3
i	O=C(O)CCc1ccc(S(=O)(=O)Nc2ccccc2N2CCCCC2)cc1	i	-5

# Single records, as listed above.
# `COc1cccc(NC(=O)CN(C)C(=O)COc2ccccc2Cc2ccccc2)c1` is listed with KCNK3 block = i; TMEM16A act = i; HDAC3 inhib = 13
# `CCCCn1c(N)c(N(C)C(=O)c2cn(-c3ccccc3)nc2-c2ccccc2)c(=O)[nH]c1=O` is listed with KCNK3 block = i; TMEM16A act = i; HDAC3 inhib = 8
# `Cc1nn(CC(=O)NCCC2=CCCCC2)c(C)c1S(=O)(=O)N(C)C` is listed with KCNK3 block = i; TMEM16A act = i; HDAC3 inhib = 2

# Back to the main list, repeating the 3 entries before the break.
KCNK3 block	canonical_smiles	TMEM16A act	HDAC3 inhib
i	Cc1nn(CC(=O)NCCC2=CCCCC2)c(C)c1S(=O)(=O)N(C)C	i	2
i	CCc1ccc(-c2nn(-c3ccccc3C)cc2C(=O)N2CCN(C3CCS(=O)(=O)C3)CC2)cc1 (stereo not given)	i	3
i	O=C(O)CCc1ccc(S(=O)(=O)Nc2ccccc2N2CCCCC2)cc1	i	-5
i	COc1ccc(Sc2ccc(-c3nc4cnccn4c3NC3CCCCC3)cc2OC)cc1	i	-2
i	CCOc1ccc(CCNC(=O)COC(=O)c2oc3ccccc3c2COC)cc1OCC	i	-1
i	CCC1(c2ccccc2)NC(=O)N(CC(=O)N2CC(=O)Nc3ccccc32)C1=O (stereo not given)	i	3
i	Cc1cccc(OC(C)C(=O)Nc2cc(Cl)ccc2-n2cncn2)c1 (stereo not given)	i	6
i	O=C(CSc1ncccn1)Nc1ccc2c(c1)OCO2	i	1
i	Cc1cc(C(=O)CCC(=O)Nc2ccc(S(N)(=O)=O)cc2)c(C)s1	i	7
i	O=C(COc1ccc(F)cc1)NCC1(N2CCOCC2)CCCCC1	i	1
i	CC12CCC(=O)N1C(C(=O)NNC(=O)COc1ccccc1Cl)CS2 (stereo not given)	i	5
i	Cc1cc(=O)[nH]c(SCC(=O)NC2CCCCCCC2)n1	i	-3
-9.3*	CCN(CC)Cc1ccccc1CNC(=O)c1cccc(S(=O)(=O)Nc2ccc3c(c2)OCO3)c1	i	8
i	CCCn1c(N)c(N2CCCCC2)c(=O)n(CC(=O)Nc2ccccc2C(F)(F)F)c1=O	i	-8
i	NS(=O)(=O)c1cccc(Nc2nc3ccccc3nc2NS(=O)(=O)c2ccc(Cl)cc2)c1	i	-5
i	CC(OC(=O)CNC(=O)c1sc2ccccc2c1Cl)C(=O)NC1(C#N)CCCCC1 (stereo not given)	i	12
i	Cc1ccc2nc(NC(=O)COC(=O)c3cccnc3)sc2c1	i	-7
i	Cc1ccc(CNC(=O)COC(=O)C2CCC2)cc1	i	5
i	CC(=O)c1c(C)[nH]c(C(=O)Nc2cccc(S(=O)(=O)N3CCCCC3)c2)c1C	i	10
i	O=C(OCCN1C(=O)c2ccccc2C1=O)C1CC(O)CN1S(=O)(=O)c1ccc(Cl)cc1 (stereo not given)	i	3
i	CC1CCN(C(=S)NC(=O)c2ccc(F)cc2)CC1	i	8
i	CCc1ccccc1NC(=O)CN1CCN(C(=O)CCC(=O)N2CCC(c3ccccc3)=N2)CC1	i	-3
i	CN(c1ccccc1)S(=O)(=O)c1ccc(C(=O)N2CCCC2)cc1	i	-4

# The listing continues.
KCNK3 block	canonical_smiles	TMEM16A act	HDAC3 inhib
i	COc1ccc(NC(=O)CN(Cc2ccco2)Cc2ccco2)cc1S(=O)(=O)N1CCCCC1	i	-1
i	CC1CCN(C(=O)c2[nH]cnc2C(=O)NC2CCN(C(=O)OC(C)(C)C)CC2)CC1	i	9
i	CC(Sc1nnc(CN2CCCC2)n1Cc1ccccc1)C(=O)Nc1ccccc1 (stereo not given)	i	3
i	Cc1cccc(Nc2ccc(S(=O)(=O)N3CCOCC3)cc2[N+](=O)[O-])c1	i	1
